DNA Pol III inh = qHTS Assay for Inhibitors of DNA Polymerase III Holoenzyme System | reconstituted DNA polymerase III holoenzyme replication, biochemical | Potency, µM (doses to about 57.1 µM), for the others: at the top dose activity change, negative = inhibition | 0.25% of 71,000 active | AID 603, 2007; also: potency is read from the fitted curve at half-maximal effect; % is scaled to controls: 0 for no effect and ±100 for the full control effect
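Reconstituted *E. coli* holoenzyme (0.35 nM Pol III, 1 nM beta, 154 nM SSB, 2 nM primase) was preincubated with compound for 15 min at RT. Synthesis on 1.4 nM ssM13Gori ran 35 min, then was stopped with PicoGreen/EDTA and read as dsDNA fluorescence.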
Hsp90 Hop PPI = qHTS Assay for Disrupters of an Hsp90 Co-Chaperone Interaction | 0.44% of 71,000 active | Potency, µM (doses to about 57 µM), for the others: at the highest dose activity change, negative = inhibition | AlphaScreen TPR2A-His6 binding biotin-Hsp90 C-terminal peptide; active = well fitted curve in either direction with a large enough effect; inconclusive = small, poorly fitted or top-dose-only effect, or another doubt; also: potency is read from the fitted curve at half-maximal effect; % is scaled to controls: 0 for no effect and ±100 for the full control effect; many of its hits are not listed in these tables
CRE-bla Fsk = Cell signaling CRE-BLA (Fsk stim) | CHO CRE-bla reporter (cAMP response element driving beta-lactamase), forskolin EC10, beta-lactamase ratio | 2.5% of 71,000 active | Potency, µM (titrated, usually from 38.2 µM), for the others: at the highest dose activity change, negative = inhibition, hits mostly activators; active = well fitted activation curve with a large enough effect in the signal ratio, with a control signal flat, not every such curve was filed as active; inconclusive = small, poorly fitted or top-dose-only effect, or effect the other way, or a change in a side signal; the % refers to the signal ratio; also: potency is read from the fitted curve at half-maximal effect; % of control where 0% means no effect
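CRE-bla CHO reporter cells treated with compound titration plus EC10 NKH 477 (water-soluble forskolin), incubated 3 h at 37 °C; CCF4 loading 2 h at room temperature, 460/530 nm emission ratio read, AC50 values derived for positive or negative modulators.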
HADH2 inh = qHTS Assay for Inhibitors of HADH2 (Hydroxyacyl-Coenzyme A Dehydrogenase, Type II). 3-hydroxyacyl-CoA dehydrogenase type-2 (Homo sapiens), Q99714. recombinant HADH2, NADH fluorescence, beta-hydroxybutyryl-CoA. Potency, µM (highest dose often 57.1 µM), without a hit: at the top dose activity change, negative = inhibition, actives largely listed as inhibitors. 3.4% of 73,000 active. AID 886, 2007; also: potency is read from the fitted curve at half-maximal effect; % is scaled to controls: 0 for no effect and ±100 for the full control effect; nearly all actives have a fitted effect of over 60% in size; many of its hits are not listed in these tables
Target sequence (Q99714 whole entry, looked up, one chain of several): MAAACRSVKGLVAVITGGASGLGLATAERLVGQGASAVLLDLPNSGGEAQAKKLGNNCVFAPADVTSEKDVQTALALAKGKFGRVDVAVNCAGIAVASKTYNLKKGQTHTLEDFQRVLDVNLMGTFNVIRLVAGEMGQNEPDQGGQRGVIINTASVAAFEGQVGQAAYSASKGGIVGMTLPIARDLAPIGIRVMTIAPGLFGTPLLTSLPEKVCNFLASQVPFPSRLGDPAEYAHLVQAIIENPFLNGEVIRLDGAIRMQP
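NADH fluorescence (ex 360/em 450 nm) read every 30 s for 4 min; activity taken as last-minus-first time point difference. Enzyme 20 nM, NAD+ 1 mM, beta-hydroxybutyryl-CoA 90 uM, pH 9.0 Tris buffer.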
GFP derepression = qHTS Assay for Epigenetic Modulators; AID 597, 2007; Potency, µM (titrated, usually from 46.1 µM), for the others: at the highest dose GFP derepression (activation); 0.09% of 68,000 active; mouse C127i GFP locus derepression, cytometry, 30 h; also: % of control where 0% means no effect
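Read-out is the number of GFP-positive cells, scored as fluorescent objects 20 to 120 um wide, reflecting derepression of a silenced CMV-GFP reporter in murine C127i cells after 30 h compound exposure at 37 C.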
Ub-GFP proteasome = Ubiquitin-GFP Assay; Ubiquitin-GFP reporter cells, proteasome inhibition, GFP fluorescence; response scale: untreated = 0%, 10 µM MG-132 = 100%; Potency, µM (titrated, usually from 45.9 µM), for inactives: at the highest dose activation (GFP accumulation), usual class: activators; 67,000 tested, under 10 active; AID 526, 2006; active = well fitted activation curve with a large enough effect, not every such curve was filed as active; inconclusive = small, poorly fitted or top-dose-only effect, or another doubt; inactive = no such curve, though single readings can be large or run the other way; also: potency is read from the fitted curve at half-maximal effect
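U2OS cells expressing ubiquitin(G76V)-GFP, seeded overnight in 0.5% FBS medium, then treated 4 hr at 37 C across 46 uM to 2.9 nM. GFP-positive cells counted by laser cytometry (488 ex/515 em); %activity scaled between basal and 10 uM MG-132.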
HBB splicing = qHTS Assay for Modulators of Hemoglobin Beta Chain Splicing; HBB splicing reporter cell assay, activation; EGFP reporter with mutant IVS2-654 intron; response scale: normalised to 500 nM splice-correcting PNA; Potency, µM (top dose mostly 46.1 µM), for inactives: top-dose activation, hits mostly activators; 0.06% of 65,000 active; also: potency is read from the fitted curve at half-maximal effect; 0% is about no effect
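HeLa cells stably expressing EGFP interrupted by mutant beta-globin intron 2 (IVS2-654), 500/well in 2% FCS. Treated with compound for 2 days at 37C. Splicing correction scored as total well GFP intensity (488 nm excitation, 500-520 nm emission); 500 nM antisense PNA served as control.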
Tau filament bind = qHTS Assay for Tau Filament Binding | recombinant tau filaments, thioflavin S fluorescence, 15 h; filaments grown with octadecylsulfate alongside compound | 2% of 71,000 active | Potency, µM (doses to about 57.1 µM), for the others: at the top dose activity change, negative = inhibition;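 also: potency is read from the fitted curve at half-maximal effect; % is scaled to controls: 0 for no effect and ±100 for the full control effect; actives lower thioflavin S fluorescence by blocking filaments or displacing dye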
Target sequence (P10636 whole entry, looked up): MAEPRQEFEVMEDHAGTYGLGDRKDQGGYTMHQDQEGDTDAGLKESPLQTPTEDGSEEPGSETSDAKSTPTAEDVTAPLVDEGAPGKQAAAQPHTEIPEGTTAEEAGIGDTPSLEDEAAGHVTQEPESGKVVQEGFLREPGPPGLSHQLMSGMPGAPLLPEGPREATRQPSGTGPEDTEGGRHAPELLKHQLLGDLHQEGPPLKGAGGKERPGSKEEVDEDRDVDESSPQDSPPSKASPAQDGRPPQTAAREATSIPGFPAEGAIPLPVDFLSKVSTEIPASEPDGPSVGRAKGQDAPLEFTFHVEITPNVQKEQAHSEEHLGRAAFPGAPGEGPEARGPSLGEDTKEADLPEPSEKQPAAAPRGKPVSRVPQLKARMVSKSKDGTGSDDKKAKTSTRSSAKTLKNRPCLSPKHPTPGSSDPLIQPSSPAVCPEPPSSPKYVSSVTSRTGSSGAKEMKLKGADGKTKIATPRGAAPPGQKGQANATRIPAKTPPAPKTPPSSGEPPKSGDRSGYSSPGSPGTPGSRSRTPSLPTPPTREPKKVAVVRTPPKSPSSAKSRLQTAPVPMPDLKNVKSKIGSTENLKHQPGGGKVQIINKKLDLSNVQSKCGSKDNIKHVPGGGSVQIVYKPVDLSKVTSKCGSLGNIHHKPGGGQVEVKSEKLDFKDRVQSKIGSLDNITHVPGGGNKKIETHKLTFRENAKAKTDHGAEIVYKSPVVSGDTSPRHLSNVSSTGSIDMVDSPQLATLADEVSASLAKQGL
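Read-out: ThS fluorescence, 450 nm excitation/510 nm emission; lower signal marks blocked filament formation or displaced dye. Tau at 1 uM with 30 uM ODS, 10 uM ThS, 5 mM DTT, 100 mM NaCl, 10 mM HEPES pH 7.4; 15 h, 37 C.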
ALOX15 inhib = qHTS Assay for Inhibitors of 15-hLO (15-human lipoxygenase); Potency, µM (doses to about 57.1 µM), without a hit: top-dose activity change, negative = inhibition, actives largely listed as inhibitors; purified 15hLO-1, xylenol orange hydroperoxide absorbance; 1.4% of 74,000 active; also: potency is read from the fitted curve at half-maximal effect; % is scaled to controls: 0 for no effect and ±100 for the full control effect; nearly all actives have a fitted effect of over 55% in size
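Purified human 15hLO-1 (40 nM final) in 25 mM Hepes pH 7.5, 0.01% Triton X-100 was preincubated with compound 15 min at room temperature, then reacted 6 min with 50 uM arachidonic acid; hydroperoxide detected by Fe-XO, 573/405 nm absorbance ratio.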
Luciferase inh = qHTS Assay for Inhibitors of Firefly Luciferase; purified firefly luciferase, luminescence, 8 min; Potency, µM (highest dose often 57.1 µM), for inactives: at the top dose activity change, negative = inhibition, most hits filed as inhibitors; 2.2% of 72,000 active; AID 411, 2009; also: potency is read from the fitted curve at half-maximal effect; % is scaled to controls: 0 for no effect and ±100 for the full control effect; nearly all actives have a fitted effect of over 40% in size
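Here, luciferase activity is measured as luminescence following an 8 min room-temperature reaction at 10 uM ATP, pH 7.2. Every library sample is titrated.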
ERK AVP inh = qHTS Assay for Inhibitors of the ERK Signaling Pathway using a Homogeneous Screening Assay. Potency, µM (top dose mostly 57.5 µM), inactives show at the highest dose activity, negative = inhibition, hits mostly inhibitors. 0.99% of 72,000 active. HEK293-V1b, vasopressin-stimulated pERK AlphaScreen; also: potency is read from the fitted curve at half-maximal effect; % is scaled to controls: 0 for no effect and ±100 for the full control effect; nearly all actives have a fitted effect of over 55% in size
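Overnight-seeded V1b-HEK293 cells in 1% FBS got compound, then vasopressin (25 nM final, 5 min, 37C), then lysis buffer. AlphaScreen detection of phospho-ERK; activity normalized to basal and full-stimulation controls.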
* = called active by the depositor; ? = inconclusive; nt = not tested or not shown; & = joins results of further samples; ! = not active in a repeat; [ ] = remark or other dose. Unless noted, calls follow the shape of the dose curve; as a rule, active = well fitted curve in the direction sought with a large enough effect; inconclusive = small, poorly fitted or top-dose-only effect, or another doubt; inactive = no such curve, though single readings can be large; an effect the other way counts as inactive or inconclusive.

SMILES	DNA Pol III inh	Hsp90 Hop PPI	CRE-bla Fsk	HADH2 inh	GFP derepression	Ub-GFP proteasome	HBB splicing	Tau filament bind	ALOX15 inhib	Luciferase inh	ERK AVP inh
Cc1ccc(CCN2CC(C(=O)NCCCN3CCCCCC3)CC2=O)cc1 (centres undefined)	4.1%	-1.1%	?	-0.4%	0.0%	2.7%	0.3%	4.2%	7.4%	0.5%	-17.0%
Nc1ncnc2c1ncn2[C@H]1O[C@@H](CO)[C@@H](O)[C@H]1N	-2.2%[11.4 µM]	-0.2%[11 µM]	-1.3%[7.6 µM]	4.1%[11.4 µM]	0.0%[9.22 µM]	-9.1%[9.17 µM]	-0.9%[9.22 µM]	5.1%[11.4 µM]	1.9%[11.4 µM]	0.1%[11.4 µM]	3.9%[11.5 µM]
C=CCc1ccccc1OCC(CN1CCCCC1)OC(C)=O (centres undefined)	0.1%	-2.4%	2.0%	-2.1%	2.8%	0.0%	nt	-2.3%	9.1%	-2.7%	0.3%
CCOC(=O)Cc1csc2nc3sc(C)c(C)c3c(=O)n12	-0.8%	3.9%	37.4%	1.7%	-4.6%	-16.0%	-0.7%	-3.5%	9.8%	-0.3%	-10.6%
CCOc1cccc(C(=O)N(Cc2ccco2)C2CCS(=O)(=O)C2)c1 (centres undefined)	-1.2%	-1.0%	?	-7.3%	0.0%	nt	-0.3%[0.369 µM]	15.0%	3.9%	1.3%	-24.1%
Cc1cc(C)c2nc(N)sc2c1	-2.5%	-8.7%	-9.1%	?	0.1%	-1.7%	-0.4%	4.5%	1.2%	-10.3%	-7.8%
COc1cccc(=O)c2c(C)oc(C)c12	1.9%	-3.7%	2.0%	-14.0%	-2.4%	-0.1%	nt	22.7%	-8.8%	-0.1%	-18.4%
COc1ccccc1C(=O)n1nc(C)cc1C	-9.6%	-2.6%	3.6%	0.7%	6.5%	6.2%	-0.1%[9.22 µM]	8.8%	-0.1%	0.3%	2.3%
CCC(C)NC(=O)C1CCC(=O)N(c2ccc3c(c2)OCO3)C1c1ccc(OC)cc1 (centres undefined)	14.2%	2.3%	-4.5%	-2.4%	nt	-11.1%	0.4%	-23.9%	9.7%	1.3%	nt
NC(=O)c1c(NC(=O)CN2CCOCC2)sc2c1CCC2	-10.2%	1.2%	19.9%	?	-1.2%	-7.9%	-5.3%	-5.2%	?	2.2%	-5.6%
CN(CCNC(=O)c1cn(C)c2ccc(S(=O)(=O)N(C)C)cc2c1=O)CCc1ccccc1	-10.7%	-1.2%[2.3 µM]	-2.4%	-5.0%	nt	-8.7%	-0.6%	-3.9%	-8.2%	-4.1%	-10.4%
N/N=C1/c2ccccc2N[C@H]1OC(=O)Nc1ccccc1	?	-8.0%[11 µM]	?	-0.5%[11.4 µM]	3.4%[9.22 µM]	-1.5%[9.17 µM]	-0.7%[9.22 µM]	3.16µM*	0.5%[11.4 µM]	-9.4%[11.4 µM]	-15.6%[11.5 µM]
CCC(NS(=O)(=O)c1ccc(C)cc1)C(=O)O (centres undefined)	-6.9%	-1.5%	11.1%	5.2%	4.3%	-5.2%	0.4%[57.5 µM]	-13.5%	1.0%	2.4%	-9.1%
Cc1[nH]c(=S)n(CC2CCCO2)c1C (centres undefined)	1.8%	1.3%	-1.9%	?	1.6%	-2.8%	0.0%[57.5 µM]	-1.1%	-9.5%	1.1%	-23.7%
O=S(=O)(c1ccc2c(c1)nc(COc1ccc(Cl)cc1)n2CC1CCCO1)N1CCOCC1 (centres undefined)	-0.9%	-2.9%	10.7%	3.7%	-0.3%	-5.0%	-0.4%[57.5 µM]	1.4%	-1.2%	1.7%	6.6%
CSCCC(NC(=O)c1ccc(C)o1)C(=O)O (centres undefined)	-5.6%	-4.9%	-4.2%	1.7%	0.0%	0.9%	nt	-1.1%	5.7%	0.5%	19.4%
COc1ccc(Cn2nnnc2C(c2cccnc2)N2CCN(c3ccc(O)cc3)CC2)cc1 (centres undefined)	4.3%	-10.2%	-12.2%	?	1.3%	12.8%	0.9%	-25.5%	?	-1.5%	2.6%
O=C(C1CCCN(S(=O)(=O)c2cccnc2)C1)N1CCN(c2ccccn2)CC1 (centres undefined)	5.6%	-5.2%[2.3 µM]	0.4%	-1.1%	nt	-6.6%	-1.1%	1.1%	11.2%	1.2%	1.5%
O[C@H](CN1CCN(c2cccc(Cl)c2)CC1)C(c1ccccc1)c1ccccc1	-3.6%&-4.9%	9.0%&-4.1%	?	12.1%&12.3%	0.0%&-3.3%	0.0%&-1.3%	1.0%	39.8µM*!	?	-1.2%&2.4%	-6.5%&-10.6%
CCCNS(=O)(=O)c1ccc(OCC(=O)NCCCOC)cc1	0.5%	-2.0%	-7.5%	9.7%	0.0%	-3.0%	-0.8%	-18.5%	2.9%	3.3%	-10.5%
CCC(=O)N1CCN(c2ccc(NC(=O)c3ccc4c(c3)OCO4)cc2)CC1	-4.1%	1.2%	-0.1%	3.3%	0.2%	0.5%	nt	-26.3%	-4.2%	-1.6%	27.8%
COc1cc2ccccc2cc1C(=O)Nc1cccnc1	-9.1%	-0.3%	?	1.1%	0.0%	-2.1%	-0.5%	11.3%	2.5%	15.8µM*	-22.5%
CC(C)Cn1nc(NS(=O)(=O)c2ccccc2)c2cc3ccccc3nc21	-6.2%	-3.8%	20.0%	1.8%	0.0%	-6.5%	-1.0%	0.8%	-3.3%	6.31µM*	-6.5%
COc1ccc(C(=O)N2CCC3(CC2)CN(C(=O)Nc2cccc(C#N)c2)C3)cc1	-6.0%	-7.5%	0.8%	-3.2%	2.3%[9.22 µM]	-0.2%	0.4%	-4.0%	10.9%	-0.4%[11.4 µM]	-29.1%
CCOc1ccccc1C(=O)NCCCN1CCN(CCCNC(=O)c2ccccc2OCC)CC1	5.2%	-4.5%	-10.2%	2.9%	0.0%	0.0%	-0.3%	10.3%	4.6%	1.6%	29.6%
Cc1ccc(Cl)cc1N1CCN(C(=O)CCC(=O)O)CC1	-6.9%	2.8%	-1.8%	-5.1%	-1.2%	5.2%	nt	-2.8%	6.6%	0.1%	9.2%
O=C(Cn1cc(C(=O)C2CC2)c2ccccc21)NCC1CCCO1 (centres undefined)	-0.2%	1.0%	13.4%	-1.9%	0.0%	5.1%	-0.3%	-8.2%	3.2%	-0.5%	-16.9%
COc1ccc(NC(=O)N2CC3(CCN(C(=O)c4c(C)noc4C)CC3)C2)cc1	-6.0%	-1.4%	-4.9%	-3.3%	2.8%[9.22 µM]	5.3%	4.4%	-1.3%	-3.8%	1.4%[11.4 µM]	10.4%
COc1ccc(-n2c(Cc3cccn3C)nnc2SCC(=O)NCc2ccccc2Cl)cc1	-2.4%	-4.2%[2.3 µM]	-21.1%	1.9%	nt	-2.4%	-0.6%	13.8%	-18.6%	0.2%	?
O=C(c1ccco1)N1CCN(C(=O)C2CCN(S(=O)(=O)c3cnc[nH]3)CC2)CC1	-2.2%	-3.1%	-3.0%	-1.8%	0.0%	4.9%	-1.8%	-2.5%	3.6%	0.6%	29.9%
Cc1cnn(-c2nc(-c3cccs3)cc(C(F)(F)F)n2)c1	-7.8%	19.3%	?	-7.0%	-0.2%	14.4%	-3.5%	?	-8.9%	-1.5%	-13.3%
O=c1[nH]nnc2sc3c(c12)CCCC3	-3.5%	-8.3%	-18.4%	?	3.2%	0.2%	1.4%	-28.8%	-10.5%	3.2%	-28.1%
CCOC(=O)CN1C(=O)C(O)(CC(=O)c2ccccn2)c2ccccc21 (centres undefined)	-4.3%	-1.9%	-0.2%	-1.5%	2.3%	3.1%	0.5%	8.9%	3.8%	0.3%	1.1%
COc1ccc(Oc2ncc3nc(C)c(=O)n(C4CC4)c3n2)cc1	-4.5%	-2.2%	?	-9.8%	-2.7%[9.22 µM]	-1.3%	0.4%	96.2%	2.7%	-0.5%[11.4 µM]	-13.0%
Cc1cc(C)nc(-n2nc(C)c(C3(O)C(=O)Nc4ccccc43)c2N)n1 (centres undefined)	1.1%	-5.3%	?	14.2%	2.1%	-15.4%	4.3%	1.8%	14.1%	0.1%	-6.9%
O=C(COC(=O)c1ccco1)NC1CCCCC1	-1.1%	2.2%	3.2%	-5.1%	-2.7%	1.2%	nt	5.6%	4.3%	-2.9%	-3.9%

Some of the compounds tested; count on the stated rates, not on these rows.
